Bioassay records (PubChem BioAssay)
GDH-TPI inh – GDH-TPI coupled enzyme inhibition counter-screen; GDH-TPI coupled enzyme counterscreen, NADH absorbance; inhibition, % at 4.8 µM; 360,000 tested, 1.2% active;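 note: 0% = DMSO wells and 100% = wells lacking the enzyme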
FadD28 FP inh – blocks FadD28 binding to the bisubstrate probe | fluorescence polarization | inhibition, % at 12.5 µM | 360,000 tested, 0.22% active; in the data active = inhibition above about 8.5%, passing the limit was not always enough; inconclusive = no clear call, values can overlap the other calls
MazEF act – activators of E. coli MazEF toxin-antitoxin RNase; activation, % at 20 µM; FAM/BHQ RNA-DNA oligo cleavage fluorescence, 5 h; 350,000 tested, 0.32% active; P0AE70; AID 504720; in the data active = activation above about 50%
Target sequence (P0AE70 whole entry, looked up): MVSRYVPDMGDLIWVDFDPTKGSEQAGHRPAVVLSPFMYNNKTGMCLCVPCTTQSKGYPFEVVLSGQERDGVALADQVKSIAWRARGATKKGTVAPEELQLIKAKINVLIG
VHR inh abs – inhibitors of human VHR1 phosphatase (DUSP3). 290,000 tested, 0.52% active. recombinant VHR phosphatase, pNPP absorbance. inhibition, % at 13.3 µM. P51452; in the data active = inhibition above about 50%; note: some compounds called inactive have numbers as strong as hits
Target sequence (P51452 whole entry, looked up): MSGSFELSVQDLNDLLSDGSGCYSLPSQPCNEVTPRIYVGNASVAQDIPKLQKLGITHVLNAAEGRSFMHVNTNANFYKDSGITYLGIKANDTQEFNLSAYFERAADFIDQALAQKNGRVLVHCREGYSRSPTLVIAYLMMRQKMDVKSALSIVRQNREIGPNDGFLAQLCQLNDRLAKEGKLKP
Mtb FBA inh – inhibits M. tuberculosis FBA enzyme; P9WQA3; purified M. tuberculosis FBA, fluorescence read-out; inhibition, % at 1 µM; 360,000 tested, 2.3% active; in the data active = inhibition above about 27%;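 note: 0% = vehicle and 100% = reference inhibitor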
Target sequence (P9WQA3 whole entry, looked up): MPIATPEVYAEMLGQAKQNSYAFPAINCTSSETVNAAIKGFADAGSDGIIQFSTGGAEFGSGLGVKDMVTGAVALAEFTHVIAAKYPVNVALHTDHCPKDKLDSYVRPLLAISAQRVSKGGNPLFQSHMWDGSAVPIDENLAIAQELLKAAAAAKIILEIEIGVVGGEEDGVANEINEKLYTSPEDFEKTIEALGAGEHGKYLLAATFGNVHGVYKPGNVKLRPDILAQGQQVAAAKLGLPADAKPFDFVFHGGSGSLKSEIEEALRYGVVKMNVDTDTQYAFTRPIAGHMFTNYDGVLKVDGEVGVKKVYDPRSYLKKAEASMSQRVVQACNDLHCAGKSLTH
Mtb BioA inh – blocks M. tuberculosis BioA enzyme activity; purified M. tuberculosis BioA enzyme, plate reader; inhibition, % at 9.99 µM; 360,000 tested, 0.096% active; in the data active = inhibition above about 40%; inconclusive = no clear call, values can overlap the other calls
Rv3671c inh – inhibitors of M. tuberculosis serine protease Rv3671c; AID 2606; inhibition, % at 5.96 µM; 320,000 tested, 0.048% active; in the data active = inhibition above about 38%;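 note: extracellular domain of Rv3671c used as enzyme; 0% = enzyme with DMSO and 100% = no enzyme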
CCHF vOTU inh – blocks the CCHF virus ovarian tumor domain protease | CCHFV vOTU protease, Pep-AMC fluorescence | inhibition, % at 11.5 µM | 370,000 tested, 0.55% active; note: 0% = vehicle wells with enzyme and 100% = no enzyme wells
Mtb UGM inh – inhibitors of M. tuberculosis UDP-galactopyranose mutase | P9WIQ1 | inhibition, % at 10 µM | purified UGM, fluorescence polarization probe displacement | 320,000 tested, 0.06% active; in the data active = inhibition above about 10%, passing the limit was not always enough; inconclusive = no clear call, values can overlap the other calls
Target sequence (P9WIQ1 whole entry, looked up): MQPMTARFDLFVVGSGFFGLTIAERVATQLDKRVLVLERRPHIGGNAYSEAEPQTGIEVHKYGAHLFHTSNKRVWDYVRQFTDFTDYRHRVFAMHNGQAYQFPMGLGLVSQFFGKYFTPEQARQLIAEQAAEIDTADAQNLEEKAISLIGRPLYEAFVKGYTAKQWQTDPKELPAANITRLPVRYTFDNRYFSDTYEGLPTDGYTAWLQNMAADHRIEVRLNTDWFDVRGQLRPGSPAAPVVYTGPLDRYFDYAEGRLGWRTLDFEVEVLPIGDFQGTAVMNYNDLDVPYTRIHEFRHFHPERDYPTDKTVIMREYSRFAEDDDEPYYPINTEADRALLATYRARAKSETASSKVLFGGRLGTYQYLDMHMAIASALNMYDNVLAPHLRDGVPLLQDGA
BoNT-F LC inh – blocks Botulinum neurotoxin F light chain protease | Multiplex microsphere protease cleavage assay, flow cytometry | inhibition, % at 10 µM | 360,000 tested, 0.22% active | AID 588497; in the data active = inhibition above about 35%, passing the limit was not always enough; inconclusive = no clear call, values can overlap the other calls; note: plate controls were buffer without enzyme for full effect and enzyme alone for no effect
The depositor's hits bear a star; ? = inconclusive; nt = not tested or not shown. Cut-off read from the data, not from the text of the source, unless noted: active = inhibition above about 30%; inactive = the rest.

SMILES	GDH-TPI inh	FadD28 FP inh	MazEF act	VHR inh abs	Mtb FBA inh	Mtb BioA inh	Rv3671c inh	CCHF vOTU inh	Mtb UGM inh	BoNT-F LC inh
CC(/C=C/c1ccc2c(c1)OCO2)=N/NC(=O)c1cccnc1	42*	-1.0	1	0	-1	4.2	3	20	-2.2	-2
CC(C)OCCCNC(=O)CN1C(=O)CSc2ccc(S(=O)(=O)N3CCCCC3)cc21	8	-1.4	10	-4	3	1.3	-8	-6	2.0	5
O=C(Nc1nc2ccc(F)cc2s1)C1CC(=O)N(c2ccc3c(c2)OCCO3)C1 (configuration not stated)	1	-2.7	7	nt	-3	-0.1	-4	14	2.1	-3
Cc1cc(OCC(=O)NC(C)C)cc(C)c1Cl	1	-0.2	5	18	-3	0.5	-4	-14	2.4	14
N/C(=N/OC(=O)c1ccccc1Cl)c1ncc([N+](=O)[O-])s1	17	-0.3	-4	-16	0	0.0	-6	11	1.9	nt
O=C(NCCc1ccccc1)c1ccccc1C(=O)NCCc1ccccc1	9	-0.8	12	nt	1	4.7	5	-12	-2.4	nt
CC(C)(C)c1ccc(C(=O)NCC(=O)OCC(=O)NC(=O)NC2CCCC2)cc1	0	0.7	-8	nt	-1	-1.6	-5	-4	1.1	-8
CC(=O)c1cc(C#N)c(NCc2cc(-c3ccccc3)no2)nc1C	-1	0.1	13	6	1	-0.5	-2	0	-0.3	0
CS(=O)(=O)N(CC(=O)Nc1cccnc1)c1ccc2c(c1)OCCO2	-15	0.3	4	24	4	-0.3	-3	-14	1.9	-14
COc1ccccc1NC(=O)/C=C1\NC(=O)CS1	10	-1.0	8	26	-3	0.4	-2	8	-0.1	2
Cc1cc(/C=N/NC(=O)c2ccccn2)c(C)n1-c1cccc([N+](=O)[O-])c1	10	-2.7	5	26	-1	nt	0	6	0.9	-2
COc1cccc(/C(O)=C2\C(=O)C(=O)N(c3ccccn3)C2c2ccccc2OC)c1 (configuration not stated)	7	0.3	4	4	-1	-0.9	0	17	1.3	-8
COc1ccc(CCNC(=O)CCCCCNC(=O)N2CCn3c2nc2ccccc23)cc1OC	-6	-2.4	4	4	0	1.4	4	10	-0.2	5
Cc1ccccc1CSCC(=O)c1c(N)n(C)c(=O)n(C)c1=O	-3	-0.7	-6	6	1	-1.0	-8	-7	0.5	2
O=C(OCC(=O)N1CCCCCC1)c1ccc(Cl)nc1	2	-1.1	3	nt	-1	-0.1	-7	14	-4.5	-1
Cc1ccc(S(=O)(=O)N2CCN(C(=O)COC(=O)/C=C/c3ccc(Cl)cc3)CC2)c(C)c1	0	-2.1	-7	nt	1	1.0	nt	-10	nt	-8
COc1cc2ccccc2cc1C(=O)Nc1nnc(-c2ccncc2)o1	9	-0.7	7	4	2	-0.7	-6	-4	1.9	-10
CCOC(=O)c1ccc(N2CSC3=C(C#N)C(c4ccc(OC)cc4OC)CC(=O)N3C2)cc1 (configuration not stated)	12	-1.6	-5	15	3	-2.7	-14	0	1.9	-8
Cc1nc2c(C)cccc2cc1C(=O)N/N=C/c1ccc(C(=O)O)cc1	5	-5.0	12	10	-2	nt	-11	2	-0.5	-2
O=C(CCC1CCCC1)N1CCN(C(=O)c2ccco2)CC1	9	-4.3	4	3	135*	1.3	1	-2	1.8	7
Clc1ccc(Cl)c(-c2nc(-c3ccncc3)no2)c1	-5	-5.0	4	15	-2	-0.8	3	-7	-0.9	?
CCc1nc2ccc(C(=O)N3CCN(CC)CC3)cc2nc1CC	1	-0.1	-4	-2	2	-1.5	0	3	-3.3	-19
O=C(O)c1ccc2c(c1)nnn2C1CCCCC1	2	-2.2	1	38	2	1.2	0	7	0.8	-8
Cc1cc(C)cc(NC(=S)NCCCN2CCOCC2)c1	-4	-3.7	-1	-3	2	nt	-7	0	1.0	-20
CCOC(=O)N/N=C/c1cn(Cc2ccc(Cl)cc2)c2ccccc12	15	-2.3	0	-4	4	0.1	-3	3	0.1	-9
CCN(CC(=O)Nc1ccc2c(c1)OCCO2)CC(=O)Nc1cc(C)on1	13	-0.1	-2	29	6	0.2	-4	-2	-0.8	-26
O=S(=O)(NCc1ccc2c(c1)OCO2)c1c(F)cc(F)cc1Br	1	-2.3	11	21	1	0.2	-5	-3	-2.2	-5
CCNC(=O)C(=O)c1c(-c2ccccc2)[nH]c2ccccc12	12	-1.6	5	13	-2	nt	0	7	-1.1	4
O=C(NCCOc1ccccc1)c1ccc2c(c1)OCO2	-8	-1.9	7	1	0	1.6	-4	-3	-1.3	-13
O=C1CCCN2N=C(SCC(=O)Nc3cccc(F)c3)SC2=N1	2	0.0	-1	14	0	15	-10	10	-2.1	1
Cc1c(C)n(C(=O)CSc2nncn2C)c2ccccc12	-3	-2.7	3	12	2	0.6	14	0	0.3	0
COc1ccc2cc(-c3csc(-c4cccnc4)n3)ccc2c1	2	-1.7	2	-19	1	-1.0	2	7	0.8	-10
COc1cccc(NC(=O)CN(C)C(=O)c2cc3c(s2)CCC(C)C3)c1 (configuration not stated)	-9	?	1	nt	3	-0.6	-7	-7	-3.8	6
Cc1cccc(OCC(=O)Nc2nonc2NC(=O)COc2cccc(C)c2)c1	6	0.4	1	nt	4	1.9	-32	-1	-0.3	0
CC(=O)N=c1sc2c3ccccc3ccc2n1C	21	-0.1	-7	14	2	-0.6	-9	-13	-0.2	-7
CN(C)CCn1nnc2c(=O)oc3ccccc3c21	4	-1.4	5	19	-1	nt	4	-12	-5.8	-6
COc1ccc(-c2nnco2)cc1OC	5	-0.2	-11	7	3	8.5	6	-7	2.1	-2
Cc1[nH]c2ccccc2c1/C=N/NC(=O)c1cc(-c2cccs2)[nH]n1	28	-2.7	21	-20	5	nt	24	-3	3.2	1
CC(=O)n1nc(-c2ccccc2)nc1NCc1cccs1	-4	-0.1	0	15	7	-0.3	-1	3	1.3	-2
O=C(COC(=O)c1cc(Cl)cc(Cl)c1)NCCN1C(=O)CSC1=O	3	-2.6	-16	1	0	nt	-5	-1	0.8	0
COc1cccc(NC(=O)NC(=O)c2c(C)cc(Cl)nc2Cl)c1	9	-1.0	2	32	1	0.5	-7	2	3.4	2
Cc1nc2ccccc2nc1OCc1ccc([N+](=O)[O-])cc1	8	-0.8	7	9	1	nt	0	1	1.1	3
Cc1cn([C@H]2C[C@H](O)[C@@H](CNCc3ccccc3)O2)c(=O)[nH]c1=O	4	-2.6	8	nt	-2	-0.1	nt	14	nt	-4
COc1ccc(N2CCN(C(=O)COC(=O)c3ccc(Cl)nc3)CC2)cc1	-4	1.0	3	nt	6	-5.1	-4	3	2.4	1
O=C(N/N=C\c1ccc(OC(=O)c2cccs2)cc1)c1ccc(Cl)cc1	5	0.6	-32	24	-3	nt	-9	6	4.5	-11
COCc1cc(=O)[nH]c(SCCS(=O)(=O)c2ccc(Cl)cc2Cl)n1	4	-0.2	8	31	-4	-2.0	7	-1	0.9	?
C=CCN1C(=O)N(c2ccc(F)cc2)C(=O)C1CC(=O)Nc1ccc(Cl)cc1 (configuration not stated)	6	-3.5	-5	-4	0	1.6	-3	-14	-0.2	-9
Clc1ccc(OCCCCCN2CCCC2)c(Br)c1	2	-0.1	9	2	3	0.6	4	-13	-2.4	-2
Cc1cc(OCC(=O)OCC(=O)NCc2cccs2)ccc1Cl	-8	-1.2	7	nt	2	-0.6	4	-11	nt	-4
CN1CCN(CC(=O)N2CCn3c4c(c5cc(C6CCCCC6)ccc53)CCCC42)CC1 (configuration not stated)	-1	-5.5	-25	-11	4	0.6	3	nt	2.8	-41
Following part.
SMILES	GDH-TPI inh	FadD28 FP inh	MazEF act	VHR inh abs	Mtb FBA inh	Mtb BioA inh	Rv3671c inh	CCHF vOTU inh	Mtb UGM inh	BoNT-F LC inh
COc1ccc(CNC(=O)/C=C/c2ccc(S(=O)(=O)N3CCOCC3)cc2)cc1	0	0.2	-7	11	-3	nt	0	-4	-4.3	2
CCOc1ccccc1N1CCN(C(=O)CCCN2C(=O)c3cccc4cccc(c34)C2=O)CC1	15	0.5	6	28	1	nt	4	-9	-4.4	-2
Cc1cccc(-n2ncc3c(NC(C)C)ncnc32)c1	7	-1.1	3	9	16	2.1	-5	-2	0.3	-16
COc1ccc(NC(=O)CSc2ccc(-c3sc(C)nc3C)nn2)cc1	1	-3.3	12	11	-1	0.1	-5	-1	1.8	-8
CCOC1(OCC)N=C(N)C2(C#N)C(c3cccc(OC)c3OC)C12C#N (configuration not stated)	-1	0.3	-4	-2	1	18	3	2	-0.4	9
COc1cc2c(cc1OC)C(C1c3cc4c(cc3CCN1C)OCO4)OC2=O (configuration not stated)	10	0.9	6	-8	3	16	5	-9	-1.9	11
Cc1cc(C(=O)NCc2nc(-c3ccccc3)no2)ccc1[N+](=O)[O-]	4	-2.1	0	20	-5	nt	5	8	0.5	-2
Cc1ccc2c(Cl)cc(Cl)c(OCC(=O)N3CCOCC3)c2n1	-3	-1.5	2	nt	13	0.2	8	5	-3.7	1
Cc1ccc(-n2c(O)c(C=NCCC3=CCCCC3)c(=O)[nH]c2=O)cc1	-10	-4.6	3	16	-3	-0.8	8	9	1.7	-1
NC(=O)c1c(N)sc2c1CCCCC2	0	1.7	2	24	0	1.0	5	-6	-0.3	-13

Next section (2 carried over from the part before).
SMILES	GDH-TPI inh	FadD28 FP inh	MazEF act	VHR inh abs	Mtb FBA inh	Mtb BioA inh	Rv3671c inh	CCHF vOTU inh	Mtb UGM inh	BoNT-F LC inh
Cc1ccc(-n2c(O)c(C=NCCC3=CCCCC3)c(=O)[nH]c2=O)cc1	-10	-4.6	3	16	-3	-0.8	8	9	1.7	-1
NC(=O)c1c(N)sc2c1CCCCC2	0	1.7	2	24	0	1.0	5	-6	-0.3	-13
CCCNC(=S)NC1CC2CCCC(C1)N2CC(C)C (configuration not stated)	5	-0.6	0	-12	0	-1.1	-7	-5	-0.9	-3
CCN(CC)S(=O)(=O)c1cccc(C(=O)NCC(=O)OCC(=O)NCc2ccccc2)c1	-4	-4.5	6	44	4	-1.5	-3	-6	-1.2	-23
O=C(Nn1c(-c2ccncc2)nc2ccccc2c1=O)c1ccc([N+](=O)[O-])cc1Cl	-1	-0.5	9	17	1	nt	6	13	0.2	5
CCOc1ccc(NC(=O)CCNc2c(N3CCCC3)c(=O)c2=O)cc1	3	-1.2	-16	-6	-3	-0.9	2	8	-0.5	-2
COCCC1CCCCN1C(=O)c1ccc(OC2CCN(C(C)=O)CC2)c(OC)c1 (configuration not stated)	4	-0.2	5	15	0	nt	6	-13	0.4	-6
Cc1ccc(SCCc2ccc(C)nc2)cc1	11	-2.3	2	5	1	nt	-11	-1	0.0	5
N#C/C(=C(/O)Cc1ccccc1)P(=O)(c1ccccc1)c1ccccc1	-13	-4.0	-3	13	0	0.4	5	-11	0.9	?
COc1ccccc1NC(=O)C1=C(C)Nc2ncnn2C1c1ccc(C)o1 (configuration not stated)	2	-5.3	9	6	-1	-2.3	1	0	-2.3	0
COc1ccc(-n2nnnc2C(c2ccccc2OC(F)(F)F)N2CCN(C/C=C/c3ccccc3)CC2)cc1 (configuration not stated)	nt	-0.5	nt	nt	-2	-2.8	nt	17	nt	-7
O=C(N/N=C/c1ccncc1)c1cccc(N/N=C/c2ccncc2)c1	16	0.9	-22	13	-3	nt	0	12	-2.2	-1
CN(C)c1cc[n+](CC(=O)Nc2ccc([N+](=O)[O-])cc2Cl)cc1	8	0.1	2	19	-7	-1.4	0	13	2.3	10
C=CCn1c(CCNC(=O)c2ccccc2F)nnc1SCC(=O)Nc1nc2ccccc2s1	3	-0.8	-2	21	3	-0.5	0	-8	-0.1	-1
COC(=O)C1=C(c2c(C)noc2C)C[C@@H]2CC[C@H]1N2C(=O)N1CCC(C)CC1	9	-4.6	3	nt	-4	0.0	-4	-5	-0.4	3

Single entries from the list.
CCOc1ccc(NC(=O)CCNc2c(N3CCCC3)c(=O)c2=O)cc1 @ Mtb UGM inh: -0.5
Cc1ccc(SCCc2ccc(C)nc2)cc1 @ VHR inh abs: 5
